Coupling enz – coupling enzyme interference in Giardia aldolase counter-screen. 290,000 compounds, 0.67% hits. AID 2472. coupling enzyme system counterscreen, AmpLite Red fluorescence. activity change, negative = inhibition, % at 58.2 µM, hits read low; in the data active = activity change below about -30%
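Counterscreen lacking aldolase: glyceraldehyde-3-phosphate coupling-enzyme reagent preincubated 10 min at RT with compound (at 57.5 uM final), then substrate/coupling system with AmpLite Red added; fluorescence read at 525/598 nm after 20 min RT.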
uPA surface inh – blocks generation of uPA at the cell surface. cell surface uPA generation assay, qHTS. Potency, µM (doses to about 38.3 µM), inactives show at the highest dose activity change, negative = inhibition, hits mostly inhibitors. 330,000 compounds, 0.31% hits; active = well fitted inhibition curve with a large enough effect; inconclusive = small, poorly fitted or top-dose-only effect; inactive = no such curve, though single readings can be large or run the other way; tested in mouse RAW 264.7 cells; note: potency is the fitted concentration of half-maximal effect; nearly all actives have a fitted effect of over 55% in size
KCNH2 WT inh – inhibitors of human wildtype KCNH2 potassium channel. activity change, % at 1.84 µM. 340,000 compounds, 0.37% hits. U2OS, BacMam KCNH2, thallium flux FluxOr; active compounds read low;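 active = maximum activity change below -70%; inconclusive = maximum activity change between -70% and -50%; inactive = maximum activity change above -50%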
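U2OS cells were transduced with wild-type KCNH2 virus (2.03 x 10^8 / mL) for 4 h at room temperature, then cultured overnight at 37 C. Thallium flux was read with FluxOr dye. Rate constants were normalized to DMSO controls.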
PKM2 act – PKM2 (human) enzyme activation; purified PKM2, Kinase-Glo ATP luminescence, activation; response scale: 0% is enzyme alone, no compound; 260,000 compounds, 0.34% hits; Potency, µM (highest dose often 57.5 µM), without a hit: top-dose activation, usual class: activators; AID 1631; P14618; note: potency is the fitted concentration of half-maximal effect; nearly all actives have a fitted effect of over 55% in size
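Kinase-Glo luminescence reports ATP generated from ADP (0.1 mM) and PEP (0.5 mM) by purified hPK-M2 after 1 h at room temperature, pH 7.2 imidazole buffer; intermediate enzyme activity allows detecting inhibitors and activators.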
BCR signal inh – blocks chronic active B-cell receptor signaling; 340,000 compounds, 0.05% hits; ABC-DLBCL IkBa-CBG/CBR reporter, luminescence ratio, 4 h; AID 493014; Potency, µM (top dose mostly 46.1 µM), for inactives: top-dose ratio change, negative = lower green/red ratio, hits mostly inhibitors; active = well fitted inhibition curve with a large enough effect in the signal ratio, with a control signal flat, not every such curve was filed as active; inconclusive = small, poorly fitted or top-dose-only effect, or effect the other way, or a change in a side signal; the % refers to the signal ratio;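 note: potency is the fitted concentration of half-maximal effect; plate controls were basal doxycycline-induced cells for no effect and cells given 10 µM MG132 for full effect; MG132 reads +100%, hits lower the ratio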
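Concentration-response series (up to 46 uM) were applied to TMD8 dual-reporter cells for 4 h at 37C with doxycycline. Green/red ratio, after filter-overlap correction, defined %Activity; red signal alone was normalised to basal cells and zero luminescence.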
USP2a inh – USP2a (human) protease inhibition. USP2 core, Ub-CHOP2 coupled fluorogenic reporter, 485/531. Potency, µM (highest dose often 38.3 µM), for inactives: at the highest dose activity change, negative = inhibition, usual class: inhibitors. 330,000 compounds, 0.01% hits. O75604. AID 463254;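 note: potency is the fitted concentration of half-maximal effect; plate controls were DMSO wells for no effect and full inhibition by NEM control for full effect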
Target sequence (O75604 whole entry, looked up): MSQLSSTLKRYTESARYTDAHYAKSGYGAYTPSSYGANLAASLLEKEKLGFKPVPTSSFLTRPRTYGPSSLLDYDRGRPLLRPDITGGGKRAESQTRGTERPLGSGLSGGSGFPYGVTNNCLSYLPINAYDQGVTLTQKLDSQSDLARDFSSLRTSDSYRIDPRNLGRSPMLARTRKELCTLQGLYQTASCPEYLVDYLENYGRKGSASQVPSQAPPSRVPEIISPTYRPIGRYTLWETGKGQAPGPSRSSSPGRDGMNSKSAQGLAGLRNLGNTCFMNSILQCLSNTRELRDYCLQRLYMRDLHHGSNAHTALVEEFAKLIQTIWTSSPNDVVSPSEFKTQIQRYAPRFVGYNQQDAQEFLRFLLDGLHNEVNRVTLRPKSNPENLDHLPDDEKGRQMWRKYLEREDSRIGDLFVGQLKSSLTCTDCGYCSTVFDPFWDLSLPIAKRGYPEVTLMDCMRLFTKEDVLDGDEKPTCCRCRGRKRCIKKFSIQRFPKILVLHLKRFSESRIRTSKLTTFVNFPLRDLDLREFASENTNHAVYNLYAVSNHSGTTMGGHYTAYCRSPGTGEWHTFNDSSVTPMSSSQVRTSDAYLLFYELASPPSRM
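Deubiquitinase activity read as fluorescence (485/531 nm) after Ub-CHOP2 cleavage activates the enterokinase reporter on its substrate; USP2 core 10nM, Ub-CHOP2 and substrate 25nM each, 30min compound preincubation then 60min RT; data normalized to NEM, curves fitted.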
Giardia kill – kills Giardia lamblia; AID 540267; 340,000 compounds, 0.15% hits; Giardia lamblia trophozoite viability; activity change, % at 7.66 µM, hits read low; in the data active = activity change below about -80%; inconclusive = between about -30% and that limit;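 note: parasites exposed to compound for two days anaerobically before the ATP read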
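Each well holds 100 Giardia trophozoites and compound. After two days (48 hrs) at 37 deg C in anaerobic conditions, ATP is quantified by luminescence.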
GALK inh – galactokinase (human) inhibition; Purified GALK, Kinase-Glo residual ATP luminescence; AID 1868; P51570; 270,000 compounds, 0.007% hits; Potency, µM (top dose mostly 57.5 µM), for the others: at the top dose activity change, negative = inhibition, most hits filed as inhibitors; note: potency is the fitted concentration of half-maximal effect
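Compounds were pin-transferred into ATP buffer (35 uM final), then GALK plus galactose (5 nM, 100 uM final) was added. After 1 h at room temperature, Kinase-Glo Plus was added and luminescence read after 10 min.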
B2AR arrestin – beta2AR (human) beta-arrestin recruitment activity. P07550. beta-arrestin recruitment to beta2AR, cell-based reporter. Potency, µM (top dose mostly 46.1 µM), for the others: top-dose activation, actives largely listed as activators. 330,000 compounds, 0.02% hits;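 note: potency is the fitted concentration of half-maximal effect; 0% = DMSO controls and full agonism = EC100 isoproterenol or metaproterenol; nearly all actives have a fitted effect of over 65% in size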
Target sequence (P07550 whole entry, looked up): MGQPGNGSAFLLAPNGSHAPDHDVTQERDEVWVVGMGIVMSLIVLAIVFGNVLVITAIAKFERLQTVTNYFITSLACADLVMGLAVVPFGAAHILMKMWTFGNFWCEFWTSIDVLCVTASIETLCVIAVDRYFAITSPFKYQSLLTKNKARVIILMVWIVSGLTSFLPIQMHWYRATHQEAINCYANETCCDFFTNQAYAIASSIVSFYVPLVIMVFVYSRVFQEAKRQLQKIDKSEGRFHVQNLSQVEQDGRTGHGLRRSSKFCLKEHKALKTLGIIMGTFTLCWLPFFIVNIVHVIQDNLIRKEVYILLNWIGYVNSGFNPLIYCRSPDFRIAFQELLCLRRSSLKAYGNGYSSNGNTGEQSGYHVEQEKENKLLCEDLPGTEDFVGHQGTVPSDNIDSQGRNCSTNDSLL
Eya2 inh – blocks the phosphatase activity of human Eya2. Potency, µM (series often up to 76.9 µM), without a hit: top-dose activity, negative = inhibition, usual class: inhibitors. O00167. 330,000 compounds, 0.006% hits. recombinant Eya2, OMFP fluorescence dephosphorylation (OMFP is methylfluorescein phosphate); note: potency is the fitted concentration of half-maximal effect
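Eya2 (0.2 uM) preincubated 10 min at ambient with compound, then OMFP substrate added at 50 uM; 10 min reaction in 50 mM HEPES pH 7.5, 50 mM NaCl, 5 uM MgCl2, 0.05% BSA, 1 mM DTT. Fluorescence read at Ex 485/Em 525 nm.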
KCNH2 3.1 inh – inhibitors of human KCNH2 3.1 potassium channel isoform; U2OS KCNH2 3.1, thallium flux FluxOr; active compounds read low; activity change, % (tested at about 1.8 µM); 340,000 compounds, 0.95% hits; AID 720553;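 active = maximum activity change below -70%; inconclusive = maximum activity change from -70% to -50%; inactive = maximum activity change above -50%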;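 note: thallium influx rate constant from kinetic fluorescence after stimulation buffer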
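Measured as rate of thallium-driven FluxOr signal in transduced U2OS cells carrying the 3.1 channel, read kinetically for 2 min upon stimulation; values are rate constants scaled to DMSO control wells.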
Starred values were filed as active, the others as inactive; ? = inconclusive; / = not tested or not shown; [ ] = remark or other dose. Unless noted, calls come from the whole dose curve; as a rule, active = well fitted curve in the direction sought with a large enough effect; inconclusive = small, poorly fitted or top-dose-only effect, or another doubt; inactive = no such curve, though single readings can be large; an effect the other way counts as inactive or inconclusive. Unless noted, % is set by controls: 0 for no effect and ±100 for the full control effect. Not a hit list; any-hit rate near 2.4%.

Each structure is followed by: Coupling enz	uPA surface inh	KCNH2 WT inh	PKM2 act	BCR signal inh	USP2a inh	Giardia kill	GALK inh	B2AR arrestin	Eya2 inh	KCNH2 3.1 inh
1. Cc1cccc(OCC(=O)N(Cc2cccs2)C2CCS(=O)(=O)C2)c1 (configuration not stated)
→ 1.5	-2.6%	-0.7	-3.4%	-5.3%	-2.0%	-3.4	0.4%	0.2%	4.2%	-16.1
2. COC(=O)CCc1c(COC(C)=O)[nH]c(C(=O)OCc2ccccc2)c1C
→ -2.3	0.2%	3.5	/	0.1%	-0.3%	2.0	-1.8%	0.0%	3.1%	-9.1
3. O=C1C(=O)N(CC2CCCO2)C(c2ccco2)/C1=C(/O)c1ccc(F)cc1 (configuration not stated)
→ -16.2	-0.5%	1.6	-0.9%	?	3.9%	-9.5	0.1%	0.0%	-0.4%	-4.9
4. CC[n+]1c(/C=C/c2ccc(OC(C)=O)c(OC)c2)ccc2ccccc21
→ -1.7	3.2%	4.4	/	?	3.5%	7.2	4.4%	-0.5%	-2.3%	-1.3
5. Cc1c(NC(=O)CCC2CCCCC2)cc(C(=O)N2CCOCC2)cc1[N+](=O)[O-]
→ -0.7	-1.2%	16.3	1.1%	-8.6%	-0.2%	6.4	8.0%	-0.2%	3.2%	-8.6
6. COC(=O)[C@H](CC(C)C)NC(=O)Cn1cnc2c(NCc3ccccc3)ncnc21
→ /	9.8%	0.4	/	?	4.5%	0.9	/	-0.7%	0.1%	-3.5
7. COc1ccccc1NC(=O)CSc1ccc(-c2ccc(-n3cccn3)cc2)nn1
→ /	-6.7%	-0.4	/	8.1%	0.2%	-1.9	/	0.2%	-10.2%	-2.9
8. Cc1ccc2nc(NCCO)nc(-c3ccccc3)c2c1
→ -0.5	-4.2%	0.7	1.5%	1.0%	3.1%	1.3	-2.8%	0.1%	-36.2%	-4.5
9. CCc1ccc(-c2cc(C(=O)NN3CCOCC3)c3ccccc3n2)cc1
→ 1.4	-9.1%	5.2	-2.9%	-2.5%	1.4%	-0.1	-0.3%	-0.5%	5.1%	12.0
10. COc1ccc(-c2cc(C)no2)cc1S(=O)(=O)N(C)c1cccc(C)c1
→ -4.7	-3.6%	3.3	/	-5.8%	1.9%	5.7	6.3%	-0.5%	-5.7%	-1.2
11. O=S(=O)(c1ccccc1)N1N=C(c2ccccc2)CC1c1ccccc1 (configuration not stated)
→ 2.3	0.3%	2.1	-0.2%	4.8%	9.2%	-5.9	0.9%	-0.6%	2.5%	-10.8
12. CCOC(=O)N1CCC(N(CCN(C)C)C(=S)Nc2cc(C)cc(C)c2)CC1
→ 0.1	-1.9%	-5.3	-16.1%	-3.1%	4.7%	10.6	0.1%	-0.3%	6.4%	11.2
13. O=C(CSc1ccc(-c2cccnc2)nn1)Nc1ccccc1
→ /	-0.3%	3.4	?	-16.8%	0.6%	14.0	-1.4%	-0.3%	-13.4%	/
14. CC(=O)Nc1ccc2c(c1)ncn2C
→ 0.1	5.1%	-5.2	5.4%	5.0%	-0.7%	-3.8	-1.6%	-0.9%	-1.6%	-3.6
15. O=C(O)c1ccc2c(c1)C(=O)N(c1cccc(C(=O)/C=C/c3ccccc3)c1)C2=O
→ 9.1	-5.6%	0.4	19.8%	-21.9%	2.6%	1.0	3.0%	0.3%	2.5%	-7.0
16. C=CCn1c(O)c(N=NC(=S)Nc2cccc(OC)c2)c2ccccc21
→ -7.2	-11.3%	-11.6	0.9%	5.6%	4.3%	-10.1	/	-1.4%	3.4%	-3.2
17. Cn1c(=O)oc2cc(S(=O)(=O)NCc3ccccn3)ccc21
→ 3.3	-2.5%	-11.3	?	8.5%	1.3%	3.6	3.1%	-0.2%	4.7%	37.0
18. C/C(Cn1cnc([N+](=O)[O-])n1)=N\NC(=O)c1ccc(Br)cc1
→ -4.2	2.0%	-6.3	-8.7%	-12.2%	1.1%	-1.8	1.6%	-0.7%	0.2%	-11.8
19. CC1CCN(CC(=O)N2c3ccccc3CCc3ccccc32)CC1
→ -1.5	2.3%	-6.2	-0.1%	-6.2%	-0.5%	-15.6	-0.5%	0.6%	1.7%	-2.1
20. Cc1c(C(=O)NCc2ccc3c(c2)cc(C)n3C)cccc1[N+](=O)[O-]
→ 1.1	11.5%	1.0	24.3%	-1.0%	-0.1%	19.2	/	-1.4%	-4.4%	7.4
21. CCNC(=O)c1ccc(CSc2ccc(Cl)cc2)cc1
→ 0.8	4.0%	/	-4.8%	?	1.9%	1.3	0.6%	-0.2%	1.4%	7.4
22. CCOc1cc(/C=C2\N=C(SC(C)C(N)=O)N(c3ccc(OC(F)F)cc3)C2=O)ccc1O (configuration not stated)
→ /	-29.7%	7.6	-0.1%	-0.9%	2.0%	17.6	-7.1%	-0.7%	0.5%	-4.6
23. CC(C)S(=O)(=O)CC(=O)c1ccc(Cl)cc1
→ 4.0	7.6%	17.7	1.0%	-5.4%	1.5%	40.2[activator]	7.5%	-0.3%	0.8%	-20.9
24. Cc1ccc(NC(=S)NC(=O)/C=C/c2ccco2)c(O)c1
→ -3.6	-1.1%	-8.1	1.3%	?	0.2%	4.2	-0.7%	0.3%	9.0%	-4.5
25. CC1CCCCC1NC(=O)CSc1nnnn1C (configuration not stated)
→ /	1.7%	5.0	/	0.1%	0.7%	-27.9	/	0.0%	20.4%	22.2
26. CSc1cccc(NC(=O)C(=O)NCc2ccccc2)c1
→ 4.4	2.3%	-1.4	2.2%	?	-2.0%	2.9	5.7%	-0.4%	-3.7%	-3.5
27. C=CCN(C(=O)c1csnn1)C(C(=O)NC1CCCC1)c1ccccc1F (configuration not stated)
→ 1.7	2.6%	-1.5	/	-1.9%	1.5%	-15.8	-1.4%	-0.2%	-7.6%	21.3
28. Cc1ccc2nc(NC(=O)c3ccc4ncsc4c3)sc2c1
→ -3.0	?	-10.9	1.5%	?	0.8%	5.3	-6.5%	-0.9%	-32.3%	7.5
29. COCCCn1c(SCc2cc(=O)[nH]c3ccccc23)nnc1-c1ccco1
→ -2.8	3.5%	-2.8	1.7%	-10.7%	7.1%	12.4	-2.8%	-0.1%	-14.2%	6.5
30. O=C(NC1CCNCC1)C1CCCCC1
→ 1.5	-2.2%	12.3	-0.9%	-0.2%	-0.7%	-3.3	4.9%	-0.4%	?	6.2
31. O=C(Nc1ccc([N+](=O)[O-])cc1)C(=O)Nc1cccc(C(=O)O)c1
→ 2.3	?	6.0	-44.3%	?	3.2%	?	/	-0.5%	5.7%	10.8
32. CC(=O)Nc1ccc(S(=O)(=O)NCCC(=O)OCC(=O)NCc2ccccc2)cc1
→ /	-0.2%	-1.8	/	?	-1.2%	-5.5	/	-1.0%	0.1%	9.3
33. Cc1cc(OCc2cc(C(=O)N3CCCCCC3)no2)cc(C)c1Cl
→ /	-6.2%	-8.5	-6.8%	?	-2.2%	-15.1	-10.4%	-0.2%	1.0%	3.7
34. O=C(Oc1ccnc2cc(Cl)ccc12)N1CCCCCC1
→ -4.0	-10.9%	-7.3	1.0%	?	-4.8%	8.6	1.2%	0.5%	18.0%[15.4 µM]	-0.6
35. c1ccc(-c2csc(-n3cccn3)n2)cc1
→ -3.3	2.6%	3.4	-4.2%	-0.6%	1.1%	11.4	-2.1%	5.3%	-5.2%	10.1
36. COc1cccc(C2NC(=O)c3ccccc3O2)c1OCc1ccccc1F (configuration not stated)
→ -0.4	0.7%	3.2	0.7%	3.0%	-0.3%	-12.4	2.8%	3.3%	-4.7%	-2.5
37. Cc1ccc2cccc(Oc3ccc([N+](=O)[O-])cc3[N+](=O)[O-])c2n1
→ -29.2	-4.4%	-7.9	-0.2%	0.4%	1.2%	-12.7	0.7%	-0.5%	5.5%	-38.1
38. CC1CCN(C(=S)NC(=O)c2ccccc2)CC1
→ 1.8	3.8%	0.2	-6.3%	-21.5%	3.0%	-11.8	1.4%	-0.3%	23.4%	-0.4
39. O=[N+]([O-])c1cccc(S(=O)(=O)Nc2ccc(S(=O)(=O)NCC3CCCO3)cc2)c1 (configuration not stated)
→ 9.9	-1.5%	4.7	-4.4%	7.1%	-2.0%	-12.7	-0.7%	3.1%	3.7%	-16.9
40. O=C(O)c1cc(S(=O)(=O)Nc2cccc3ccccc23)c(Cl)cc1Cl
→ 3.6	5.9%	-4.9	0.2%	2.6%	-0.4%	1.6	7.7%	-0.3%	7.3%	-22.1
41. Cc1occc1C(=O)NC1CCCN(Cc2ccc(CC(C)C)cc2)C1 (configuration not stated)
→ -0.8	-18.0%	41.3	-3.0%	-0.8%	-0.3%	-1.6	-0.7%	-1.1%	-5.5%	-19.5
42. Cc1ccc(-n2ncc(C(=O)NCc3ccc4c(c3)OCO4)c2NC(=O)c2ccco2)cc1C
→ 2.2	9.1%	12.6	5.6%	?	-1.4%	5.6	0.2%	-0.4%	0.5%	-1.5
43. COc1ccc(C(=O)Nc2ccc(S(=O)(=O)Nc3nccnc3OC)cc2)cc1OC
→ 9.6	-2.2%	2.5	-1.0%	-6.1%	3.7%	-3.6	-1.9%	-0.1%	6.8%	12.6
